# MKP-1 inh = human dual specificity phosphatase 1 inhibition | P28562 | recombinant MKP-1, OMFP hydrolysis fluorescence | inhibition, %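 (compounds tested at a single concentration somewhere between 10 and 100 µM)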 | 65,000 tested, 0.15% active | AID 374;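 active means inhibition above about 50%, limit read from the data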;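 further: 0% = DMSO max control wells and 100% = wells with enzyme stopped by NaOH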
# Target sequence (P28562 whole entry, looked up): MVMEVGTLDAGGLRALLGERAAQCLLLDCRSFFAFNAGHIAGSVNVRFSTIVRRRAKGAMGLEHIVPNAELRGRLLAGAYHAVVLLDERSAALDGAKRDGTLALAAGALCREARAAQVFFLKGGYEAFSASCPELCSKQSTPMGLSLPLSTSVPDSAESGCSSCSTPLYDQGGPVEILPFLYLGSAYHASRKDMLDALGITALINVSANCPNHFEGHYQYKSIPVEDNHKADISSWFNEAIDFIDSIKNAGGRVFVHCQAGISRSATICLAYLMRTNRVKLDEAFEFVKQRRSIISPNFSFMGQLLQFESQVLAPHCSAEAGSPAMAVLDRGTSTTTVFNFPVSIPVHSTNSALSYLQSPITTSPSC
# Cdc25B block = human M-phase inducer phosphatase 2 inhibition | P30305 | recombinant Cdc25B, OMFP fluorescence Ex485/Em525 | inhibition, %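 (compounds tested at 10 µM final in the well)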 | 65,000 tested, 0.1% active | AID 368; in the data active means inhibition above about 50%
# Target sequence (P30305 whole entry, looked up): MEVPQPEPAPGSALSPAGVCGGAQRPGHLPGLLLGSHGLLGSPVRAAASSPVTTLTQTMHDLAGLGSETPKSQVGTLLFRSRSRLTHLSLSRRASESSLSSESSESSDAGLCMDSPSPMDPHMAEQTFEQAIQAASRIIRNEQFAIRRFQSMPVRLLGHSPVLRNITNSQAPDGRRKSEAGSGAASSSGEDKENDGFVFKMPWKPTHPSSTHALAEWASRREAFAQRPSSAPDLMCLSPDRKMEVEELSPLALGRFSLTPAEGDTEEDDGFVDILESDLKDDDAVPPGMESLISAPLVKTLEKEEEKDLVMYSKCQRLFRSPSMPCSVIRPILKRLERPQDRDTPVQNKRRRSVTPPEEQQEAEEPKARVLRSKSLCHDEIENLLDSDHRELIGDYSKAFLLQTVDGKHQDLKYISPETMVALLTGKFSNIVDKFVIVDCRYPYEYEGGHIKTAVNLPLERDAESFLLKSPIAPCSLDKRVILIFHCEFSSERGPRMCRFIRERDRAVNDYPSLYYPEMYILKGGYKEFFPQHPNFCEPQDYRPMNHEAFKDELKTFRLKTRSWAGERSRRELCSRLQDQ
# CatB mix inh = human cathepsin B inhibition by mixtures | Purified cathepsin B, AMC dipeptide fluorescence, compound mixtures | inhibition, %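 (ten-compound pools at 5 µM per compound and 50 µM total)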 | 62,000 tested, 0.06% active | AID 488; in the data active means inhibition above about 22%, passing the limit was not always enough;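 further: 0% = enzyme without compound and 100% = no enzyme blank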
# D1 mod = allosterically modulates the human D1 dopamine receptor; HEK293 D1, CRE-luciferase, dopamine EC30 potentiation; actives deviate in either direction; B-score at 10 µM; 58,000 tested, 5.9% active; AID 641;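 active means luminescence count or its row- and column-corrected plate score outside the 99.7% band of the plate's sample wells, on either side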
# Ec RNAP inh = blocks E. coli RNA polymerase transcription; inhibition, %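 (tested at 10 µM)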; fluorescence transcription assay; 62,000 tested, 0.2% active; P0A8V2; AID 559; in the data active means inhibition above about 20%;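 further: 0% = enzyme without compound and 100% = no enzyme blank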
# Hsp90 inh = displaces geldanamycin probe from tumor Hsp90. 64,000 tested, 0.35% active. AID 429. NCI-N417 lysate Hsp90, Cy3B-geldanamycin FP displacement. P07900. inhibition, % at 30 µM;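 active means inhibition above 50%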;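 further: 0% = tracer plus lysate wells and 100% = tracer alone without lysate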
# CatB inh = human cathepsin B inhibition | purified cathepsin B, fluorogenic substrate, fluorescence | inhibition, %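 (tested at 10 µM)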 | 63,000 tested, 0.1% active | AID 453; in the data active means inhibition above about 21%;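 further: 0% = enzyme with no compound and 100% = no enzyme blank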
# AP complement = orthogonal test for alternative complement pathway inhibitors; 62,000 tested, 0.08% active; Human serum alternative complement pathway, LPS-coated ELISA, C3 deposition; tested in compound mixtures; inhibition, % at 5 µM; AID 1235;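 active means inhibition above 30% in each of the two pooled mixtures holding the compound, so the lower value exceeds 30%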;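 further: 0% = serum in Mg-EGTA without compound and 100% = EDTA serum blank; some compounds past the cut are filed as inactive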
#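 Test system – human serum alternative complement pathway, C3 deposition on LPS-coated wells · Buffer or medium – diluted human serum in Mg2+-EGTA GVB++ · Compound dosing – 5 µM each compound, pools of ten, 50 µM per pool · Schedule – 1 h serum-compound exposure at 37 °C · Measured by – Anti-C3 ELISA, OD 450 nm · Read-out basis – percent inhibition of C3 deposition onto LPS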
# tolC growth inh = blocks growth of E. coli BW25113 tolC mutant. growth inhibition, % at 10 µM (by protocol). OD615. 65,000 tested, 2.2% active;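 active means growth inhibition at or above a cutoff equal to the mean over every tested compound plus 3 SD, cut at about 60% in these data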;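 further: growth measured after 20 h incubation at 37 °C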
#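 Signal: optical density read at 615 nm; Assay system: E. coli ΔtolC::kan strain BW25113; Times: 20 h incubation with compound, 37 °C; Dosing: 10 µM final, single dose.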
# * marks the source's active call; other numbers are inactive results; / = no result given.
no.	canonical_smiles	MKP-1 inh	Cdc25B block	CatB mix inh	D1 mod	Ec RNAP inh	Hsp90 inh	CatB inh	AP complement	tolC growth inh
1	O=C(O)CCc1ccc(-c2ccc(Br)cc2)o1	5	10	-6	-0.28	3	-1	5	14	10
2	CCCCC(CC)Cn1c2nc3ccccc3nc2c2c(=N)oc(C)nc21 (stereo not drawn)	24	-8	-8	1.2	-6	-18	-2	4	1
3	COc1ccccc1C(=O)N1CCN(S(=O)(=O)Cc2ccccc2)CC1	9	2	0	-1.1	9	-1	-3	-2	-13
4	COC(=O)Cc1n[nH]c(=S)[nH]c1=O	-25	-26	2	-0.61	10	-6	3	7	-5
5	CCN(CC)CCCN1C(=O)C(=O)/C(=C(/O)c2ccccc2)C1c1cc(OC)ccc1OC (stereo not drawn)	-17	-2	/	/	/	-1	-4	/	20
6	COc1ccc(N2CCN(S(=O)(=O)c3ccc(Br)s3)CC2)cc1	1	-1	1	-0.41	6	1	7	-1	-21
7	CN1C(=O)CSc2ccc(NC(=O)NCCC3=CCCCC3)cc21	9	2	2	/	-6	1	1	-6	11
8	CCc1nnc(NC(=O)CSc2ncc(-c3ccccc3)n2CC)s1	-12	1	-1	3.5*	7	-5	1	1	26
9	Clc1ccc(C2=Nn3c(nnc3-c3n[nH]c4c3CCC4)SC2)cc1	29	7	2	-1.1	4	-1	-2	5	41
10	O=C(Nc1ccc(O)cc1C(=O)O)c1cccc(Br)c1	-9	-13	1	-0.018	7	-2	2	-1	5

# Compound profiles, as listed above.
# COC(=O)Cc1n[nH]c(=S)[nH]c1=O is listed with MKP-1 inh = -25; Cdc25B block = -26; CatB mix inh = 2; D1 mod = -0.61; Ec RNAP inh = 10; Hsp90 inh = -6; CatB inh = 3; AP complement = 7; tolC growth inh = -5
# CCCCC(CC)Cn1c2nc3ccccc3nc2c2c(=N)oc(C)nc21 (stereo not drawn) is listed with MKP-1 inh = 24; Cdc25B block = -8; CatB mix inh = -8; D1 mod = 1.2; Ec RNAP inh = -6; Hsp90 inh = -18; CatB inh = -2; AP complement = 4; tolC growth inh = 1

# Continued.
no.	canonical_smiles	MKP-1 inh	Cdc25B block	CatB mix inh	D1 mod	Ec RNAP inh	Hsp90 inh	CatB inh	AP complement	tolC growth inh
11	COCCn1c(SCC(=O)N2CCCC2)nnc1-c1ccoc1C	28	9	-1	/	4	-1	-1	11	-20
12	O=C(Cn1c2c(c(-c3ccccc3)cc1=O)CCCC2)N1CCCCCC1	-4	-6	2	-0.1	-1	-3	3	8	100*
13	Cn1c(C(O)c2ccc3c(c2)OCO3)nc2ccccc21 (stereo not drawn)	-5	-8	4	0.9	2	0	3	6	1
14	CCOC(=O)N1CCN(S(=O)(=O)c2cccc3nsnc23)CC1	3	3	/	-0.11	/	-1	/	/	-8
15	Clc1ccc(-c2nnc(N3CCCC3)nn2)cc1	10	-8	-6	-2.5*	6	/	-1	4	-5
16	COC(=O)c1c(C(=O)OC)c2oc3ccccc3n2c1Cl	17	1	6	/	3	1	1	20	15
17	NC(=O)CSc1ncnc2c1oc1ccccc12	-6	-30	9	0.08	5	-3	7	6	-6
18	CCOC(=O)C1CCCN(C(=O)Cn2ncc3c(=O)oc4ccc(C)cc4c32)C1 (stereo not drawn)	4	-13	2	/	5	-3	1	11	-7
19	COc1ccc(C2C(C(=O)N3CC(C)CC(C)C3)c3ccccc3C(=O)N2C)cc1 (stereo not drawn)	6	-6	7	-0.25	4	/	-2	8	3
20	CSc1nsc(SC)c1NC(=O)N1CCCC1	-1	0	-1	/	12	0	2	4	-18
21	CCC1CCCCN1CCCNC(=O)C1CCN(S(=O)(=O)N2CCCCC2)CC1 (stereo not drawn)	8	-6	1	1.3	0	1	2	13	-10
22	NC(=O)c1cnn2c(C(F)(F)F)cc(-c3ccccc3)nc12	1	-14	0	7.9*	5	-3	-1	4	-5
23	CCSc1nnc(NC(=O)CSc2nccn2-c2cccc(C)c2)s1	9	7	4	0.83	2	0	2	14	35
24	NCc1ccc(-c2nc3ccccc3o2)cc1	7	-6	0	-0.76	-1	2	2	25	-5
25	CCOC(=O)N1CCC(N2Cc3cccc(C(=O)O)c3C2=O)CC1	9	-3	-5	0.26	6	-2	1	3	-9
26	Cc1cc(Cl)c(S(=O)(=O)N2CCCCCC2)cc1OCC(N)=O	-3	-15	0	-0.24	-4	-3	2	0	12
27	Cc1cc(C)cc(NC(=O)CSc2nnc(-c3ccc(S(=O)(=O)N4CCCC4)cc3)o2)c1	-18	3	3	-0.72	6	-1	-1	8	2
28	CCCCCC(=O)N(O)C1CC(=O)N(c2ccccc2)C1=O (stereo not drawn)	-5	-9	5	0.39	4	-3	-5	17	-9
29	C=C(C)n1c(=O)[nH]c2ccccc21	15	-6	3	0.64	3	1	1	11	-29
30	CSc1nc2ccc(NC(=O)C3CCCO3)cc2s1 (stereo not drawn)	1	-7	-2	-0.44	-14	-1	-3	-10	7
31	COc1cc(NC(=O)CCN2CCN(c3ccccc3F)CC2)cc(OC)c1	-10	4	2	-2.2	0	-3	3	20	6
32	Cc1ccc(CNn2cnnc2SCC(=O)NC(C)(C)C)cc1	6	-21	3	-0.021	/	-3	/	-7	-2
33	Cn1c(=O)n(C)c2cc(C(N)=O)ccc21	-5	-1	5	0.6	16	2	3	9	-13
34	CC(C)N1C(=O)CCC1C(=O)NCCc1ccccc1 (stereo not drawn)	7	-8	5	0.049	5	-5	6	5	-9
35	CCOc1ccc(CCNC(=O)c2cc3sccc3n2C)cc1OCC	3	-2	2	/	11	-2	-1	6	14
36	O=C(CCC(=O)N(c1ccccc1)C(C(=O)NC1CCCC1)c1ccncc1)Nc1cccnc1 (stereo not drawn)	-26	6	4	/	9	-4	2	11	-8
37	COc1ccc(-c2nc3c(c(=O)n(C)c(=O)n3C)n2CC2CC(c3ccccc3)=NO2)cc1OC (stereo not drawn)	26	3	2	1.4	12	-2	0	2	/
38	CCCc1ncc(C(O)c2cccc(OC)c2OC)n1C (stereo not drawn)	2	-12	5	0.11	4	0	9	-12	17
39	COc1ccc(C(=O)N2CCN(Cc3ccccc3C)CC2)cc1OC	-3	-18	7	0.02	4	-1	-2	19	1
40	c1ccc(OCCOc2ccccc2-c2nnco2)cc1	9	-11	9	4.4*	13	0	5	5	4

# Reprinted from the part before: five entries, then new ones.
no.	canonical_smiles	MKP-1 inh	Cdc25B block	CatB mix inh	D1 mod	Ec RNAP inh	Hsp90 inh	CatB inh	AP complement	tolC growth inh
36	O=C(CCC(=O)N(c1ccccc1)C(C(=O)NC1CCCC1)c1ccncc1)Nc1cccnc1 (stereo not drawn)	-26	6	4	/	9	-4	2	11	-8
37	COc1ccc(-c2nc3c(c(=O)n(C)c(=O)n3C)n2CC2CC(c3ccccc3)=NO2)cc1OC (stereo not drawn)	26	3	2	1.4	12	-2	0	2	/
38	CCCc1ncc(C(O)c2cccc(OC)c2OC)n1C (stereo not drawn)	2	-12	5	0.11	4	0	9	-12	17
39	COc1ccc(C(=O)N2CCN(Cc3ccccc3C)CC2)cc1OC	-3	-18	7	0.02	4	-1	-2	19	1
40	c1ccc(OCCOc2ccccc2-c2nnco2)cc1	9	-11	9	4.4*	13	0	5	5	4
41	Cn1nnc2cc(C(=O)N3CCSCC3)ccc21	7	-5	-2	0.26	1	-3	2	19	-31
42	O=C(O)CN(Cc1ccco1)S(=O)(=O)c1ccc(F)cc1	-4	8	-3	-0.34	2	-2	0	-9	-9
43	Cc1nc2sc(C(c3ccc(Cl)cc3)N3CCN(C(=O)c4ccco4)CC3)c(O)n2n1 (stereo not drawn)	10	13	-1	-1.5	6	-2	0	1	-2
44	Cn1c(=O)c2c(nc(SCCN3CCCCC3)n2Cc2ccc(Cl)cc2)n(C)c1=O	-9	13	/	0.75	-1	-3	-6	/	3
45	c1ccc(-c2nc(NC3CC3)nc(-n3ccnc3)n2)cc1	-1	10	-8	11*	5	2	5	2	9
46	CC(C)C(NC(=O)CN1C(=O)c2ccccc2S1(=O)=O)C(C)C	-4	-3	5	/	5	-2	7	10	3
47	Cc1csc(NC(=O)CSc2nncn2C)n1	1	-5	7	-0.074	8	-4	1	5	0
48	Cc1ccc2c(CN3CCN(CCO)CC3)cc(=O)oc2c1	-28	1	2	0.0081	/	3	-2	14	-10
49	Cc1[nH]n2c(=O)c3c(nc2c1-c1ccccc1)CCCC3	-19	0	-3	0.16	6	1	0	-4	14
50	COc1ccc(-c2nnc(-c3ccc(Br)o3)o2)cc1OC	4	-8	5	4.8*	4	-1	2	7	9
51	CCOC(=O)C1CCN(C=Nc2cc(C)on2)CC1	-2	4	7	-0.12	2	0	3	20	-8
52	O=C(CSc1nnc(-c2cccs2)n1-c1ccccc1)Nc1ccccc1	5	-10	2	/	8	0	3	-6	-6
53	Cc1cccc(OCc2nnc(SCC(=O)N3CCCC3)n2C)c1	-6	3	23	0.029	12	1	0	11	-9
54	COCCOC(=O)C1=C(C)NC(=O)NC1c1cn(-c2ccccc2)nc1-c1cccs1 (stereo not drawn)	5	-6	2	/	-1	-6	-8	10	7
55	Cc1cccc(N2CCN(C(=O)Cn3cccc3)CC2)c1C	-11	-7	4	-0.038	9	-2	3	14	14
56	O=S(=O)(NCc1ccccc1)c1cnc[nH]1	13	-14	2	-0.2	8	-1	2	8	-14
57	N#Cc1c[nH]n2c(=O)cc(Cc3ccccc3)nc12	0	-12	-2	-0.25	6	-1	5	12	-1
58	O=S(=O)(NCC(c1cccnc1)N1CCN(c2ccccc2)CC1)c1cccs1 (stereo not drawn)	15	-4	-3	-0.83	6	-10	-2	11	12
59	Cc1[nH]n2c(=O)c3c(nc2c1-c1ccc(Cl)cc1)CCC3	9	-2	2	/	0	/	0	11	100*
60	Cc1ccc(-c2nc3ncccn3c2NC(=O)C2CC2)cc1	5	-12	-3	2.8*	-10	0	-5	2	-2
61	CCC(C)C(NC(=O)c1ccccc1NC(=O)c1ccco1)C(=O)O (stereo not drawn)	-14	7	-2	-0.096	9	-1	5	17	-15
62	CCOc1cc(CNn2cnnc2)ccc1OCC(=O)NC1CCCCC1	15	-1	3	-0.14	5	-6	-6	-7	0
63	CCN(CC)CCN1C(=O)C(=O)/C(=C(/O)c2cnn(-c3ccccc3)c2C)C1c1cccnc1 (stereo not drawn)	0	-7	2	-1.4	8	-8	6	1	-18
64	CCC(C)(C)n1nnnc1CN(Cc1cccs1)Cc1cc2cc(OC)ccc2[nH]c1=O	26	0	0	1.5	8	-1	2	1	51
65	CCN1CCN(c2ncc(C(=O)N3CCCc4ccccc43)c3ccccc23)CC1	-20	-23	-2	-0.75	-6	1	1	-5	-8
66	O=C(NCCN1CCOCC1)c1cc(-c2ccc(Cl)cc2)on1	0	-6	6	-0.035	3	-1	-6	12	-14
67	O=C(NCc1ccccc1Cl)c1cnc2n(c1=O)CCS2	3	1	4	0.78	0	1	-3	23	8
68	COc1ccc(N2CCN(C(c3cccs3)C(C)NC(=O)c3ccco3)CC2)cc1 (stereo not drawn)	3	-10	-7	-0.82	9	-3	3	-4	24
69	Cn1c(=O)c2c(nc(CN3CCN(C(=O)c4ccco4)CC3)n2Cc2ccccc2F)n(C)c1=O	15	2	5	-0.68	10	-3	-1	4	-9
70	O=C(C1CCC1)N1CCc2cc(S(=O)(=O)N3CCc4ccccc4C3)ccc21	-4	-14	4	1.9	10	-2	3	-10	34
71	Cc1cc(C)c(C(=O)Nc2ccc(S(=O)(=O)Nc3onc(C)c3C)cc2)c(C)c1	2	-7	9	-0.27	9	2	-1	1	6
72	COC(=O)Cn1c(C)nc(=O)c(-c2ccccc2)c1C	5	-7	5	-1	9	-3	3	21	-19
73	COc1ccc2nc(C)c3c(c2c1)OC(C)C3 (stereo not drawn)	-1	-2	2	-1.9	0	1	-4	21	-11

# Screens as filed in PubChem BioAssay.

# Rows were taken by chance; about 7.6% have a hit in one of these screens.
